# High-throughput results as filed in PubChem.
# RGS4 inh: inhibitors of human RGS4. P49798. 0.45% of 310,000 active. HEK293 M3R/RGS4 inducible, Fluo-4 calcium flux; stronger effect = higher value; triggered by carbachol at its EC20. B-score at 10 µM;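 active = B-score, a plate-corrected calcium signal, over three deviations above library mean, with baseline fluorescence within five deviations of library mean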;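 note: RGS4 expression induced by doxycycline in cells with stable M3 receptor; B-score is computed from the integrated fluorescence ratio over baseline after carbachol; higher B-score means a larger calcium signal and so more RGS4 inhibition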
# Target sequence (P49798 whole entry, looked up): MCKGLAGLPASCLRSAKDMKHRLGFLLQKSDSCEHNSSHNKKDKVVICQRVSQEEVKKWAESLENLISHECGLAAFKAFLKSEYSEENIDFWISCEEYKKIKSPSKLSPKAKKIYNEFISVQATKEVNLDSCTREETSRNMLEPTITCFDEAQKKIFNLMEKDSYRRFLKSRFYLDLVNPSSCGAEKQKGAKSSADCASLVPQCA
# MrgX1 antag: antagonists of human MrgX1 receptor | B-score at 10 µM | 1.3% of 310,000 active | MRGX1-HEK293 calcium flux, Fluo-4, BAM8-22 antagonism; stronger effect = lower value;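 active = calcium-response B-score plate-corrected more than 3 library SD below zero, starting fluorescence within 5 deviations, no agonist response on first addition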;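 note: peak minus trough fluorescence over baseline after final BAM8-22 challenge near maximal dose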
# Target sequence (Q96LB2 whole entry, looked up): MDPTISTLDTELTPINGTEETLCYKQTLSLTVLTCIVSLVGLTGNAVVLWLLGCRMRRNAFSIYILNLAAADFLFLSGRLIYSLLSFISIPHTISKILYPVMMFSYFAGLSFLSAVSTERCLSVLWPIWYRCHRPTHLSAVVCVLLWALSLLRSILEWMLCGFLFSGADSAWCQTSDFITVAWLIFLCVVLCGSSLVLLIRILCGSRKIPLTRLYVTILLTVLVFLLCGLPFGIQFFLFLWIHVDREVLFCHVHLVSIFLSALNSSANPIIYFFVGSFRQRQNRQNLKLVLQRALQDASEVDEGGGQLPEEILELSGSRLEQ
# SKKanGAS inh: inhibitors of SKKanGAS S. pyogenes growth in kanamycin (SK-promoter or general growth effect); 1.3% of 300,000 active; inhibition, % at 7.5 µM; BacTiter-Glo, 6 h;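 active = mean replicate score, as percent of positive control median, at least 50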;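 note: strain carries kanamycin resistance gene driven by streptokinase promoter and grows in 40 µg/ml kanamycin; loss of luminescence reflects streptokinase promoter inhibition or plain growth inhibition; 0% = median of DMSO wells and 100% = positive control at its reference dose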
# TRPC6 act: activators of mouse TRPC6 channel | 0.13% of 310,000 active | Q61143 | AID 2550 | B-score at 10 µM | HEK293-TRPC6 membrane potential dye fluorescence; stronger effect = higher value;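 active = B-score of the integrated fluorescence ratio above library mean plus 3 SD, and starting fluorescence ratio within library mean plus 5 SD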;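 note: higher score means more depolarization so channel activation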
# MrgX1 allo act: human MrgX1 positive allosteric modulation, primary screen; MrgX1-HEK293, Fluo-4 calcium flux, FDSS; stronger effect = higher value; B-score at 10 µM; 0.63% of 310,000 active; AID 588675;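 active = plate-corrected calcium response at least 3 library SD above typical, normal starting fluorescence, not activating the receptor alone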;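 note: compound read alongside a low EC10 to EC30 dose of BAM8-22 agonist; peak minus trough fluorescence over baseline measured at the second addition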
# TRPC6 inhibitor: mouse TRPC6 channel inhibition | Q61143 | HEK293-TRPC6, membrane potential dye, ACh-evoked depolarization; stronger effect = lower value | B-score at 10 µM | 1.1% of 310,000 active | AID 2553;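 active = B-score under library mean minus 3 SD, initial fluorescence not abnormally high, positive integrated signal ratio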;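 note: B-score derived from integrated fluorescence ratio over the kinetic read; more negative B-score means stronger inhibition of depolarization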
# ANO1 activ: activators or potentiators of mouse TMEM16A chloride channel; 0.3% of 340,000 active; HEK293 TMEM16A/YFP-H148Q/I152L, iodide quench fluorescence; stronger effect = lower value; B-score at 10 µM; Q8BHY3;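 active = fluorescence-ratio B-score plate-corrected deviation score at least 3 library SD below zero, with starting fluorescence score within 5 deviations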;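 note: channel opened by trigger with iodide after compound preincubation; score built on the fluorescence ratio of max minus min over baseline; more negative score means more quench and so TMEM16A activation or potentiation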
# RGS4 act: potentiators or activators of RGS4; HEK293 M3R/inducible RGS4, carbachol calcium flux Fluo4; stronger effect = lower value; B-score at 10 µM; 0.92% of 310,000 active;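 active = B-score of the integrated calcium signal more than 4 SD below the library mean, with starting fluorescence not abnormally high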;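 note: negative B-score means reduced calcium response which marks RGS4 activation or potentiation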
#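 test system = M3R-expressing HEK293 line, RGS4 induced by doxycycline | probe or stimulus = carbachol at ECmax as muscarinic agonist stimulus | timing = dye loading 30 min 37 °C, buffer rest 30 min RT | signal = calcium dye Fluo4 fluorescence | evaluation = B score from integrated fluorescence ratio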
# TMEM16A inh: inhibitors of mouse TMEM16A calcium-activated chloride channel; Q8BHY3; HEK293 TMEM16A/YFP iodide influx fluorescence, ionomycin; normalized B-score (activity score, 25-100; higher = stronger inhibition) at 10 µM; 1.2% of 310,000 active; AID 588511;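 active = ratio plate-corrected score three or more library SD toward inhibition, starting fluorescence score within five deviations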;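 note: score derived from kinetic fluorescence span divided by baseline fluorescence per well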
# MrgX1 agonist: human MrgX1 receptor agonism, primary screen; AID 588627; B-score at 10 µM; 0.44% of 310,000 active; Q96LB2; MrgX1-HEK293 cells, Fluo-4 calcium fluorescence, agonist mode; stronger effect = higher value;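 active = calcium response B-score plate-corrected fluorescence ratio at least 3 library SD, with starting fluorescence B-score inside 5 SD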
#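 Assay system: MrgX1-expressing HEK293 cells / Amount: fifteen thousand cells per well / Doses: test compound in the initial addition of three / Timing: cells plated overnight, dye loaded 0.5 h 37 °C, 0.5 h room temperature / Technique: kinetic calcium dye fluorescence, Fluo-4 NW / Control set: positive and negative controls per plate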
# HDAC3 inhib: inhibitors of human histone deacetylase 3; O15379; AID 2718; recombinant HDAC3, fluorogenic peptide/trypsin coupled, fluorescence; 0.15% of 320,000 active; inhibition, % at 8.3 µM; in the data active = inhibition above about 26%, passing the limit was not always enough
# Target sequence (O15379 whole entry, looked up): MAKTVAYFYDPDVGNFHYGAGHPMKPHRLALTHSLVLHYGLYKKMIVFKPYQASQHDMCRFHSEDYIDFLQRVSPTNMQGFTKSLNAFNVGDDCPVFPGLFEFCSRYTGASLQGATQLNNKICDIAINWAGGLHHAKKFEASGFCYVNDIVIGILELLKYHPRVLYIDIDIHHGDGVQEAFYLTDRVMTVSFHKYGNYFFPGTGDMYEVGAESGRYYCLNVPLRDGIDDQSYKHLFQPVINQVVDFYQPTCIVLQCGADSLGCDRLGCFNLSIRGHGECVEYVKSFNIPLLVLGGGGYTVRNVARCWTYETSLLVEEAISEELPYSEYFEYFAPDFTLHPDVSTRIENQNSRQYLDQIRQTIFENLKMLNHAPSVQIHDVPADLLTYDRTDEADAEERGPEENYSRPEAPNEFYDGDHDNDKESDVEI
# * = called active by the depositor; i = inactive; . = not tested or not shown.
SMILES,RGS4 inh,MrgX1 antag,SKKanGAS inh,TRPC6 act,MrgX1 allo act,TRPC6 inhibitor,ANO1 activ,RGS4 act,TMEM16A inh,MrgX1 agonist,HDAC3 inhib
Nc1ccccc1SC1CC(=O)N(c2ccccc2Cl)C1=O (centres undefined),i,i,-4.6,i,i,i,i,i,i,i,.
COCCn1nnnc1CN(Cc1cc2cc(OC)c(OC)cc2[nH]c1=O)C1CCCC1,i,i,-3.0,i,i,i,i,i,i,i,-16.3
Nc1nccc(-c2cc(-c3ccc(Cl)cc3Cl)no2)n1,i,i,1.5,i,i,i,i,i,i,i,2.2
CC1CCN(Cc2nnnn2-c2ccc(Cl)cc2)CC1,i,i,0.0,i,i,i,i,i,i,i,3.0
CCOC(=O)C1=C(C)NC2=C(C(=O)CCC2)C1c1cccnc1 (centres undefined),i,i,-3.3,i,i,i,i,i,i,i,-11.5
COC(=O)c1cc(NC(=O)c2cc(C)oc2C)cc(C(=O)OC)c1,i,i,-4.5,i,i,i,i,i,i,i,16.0
Cc1nn(C(=O)CN2C(=O)c3ccccc3C2=O)c(C)c1Br,i,i,5.0,i,i,i,i,i,i,i,5.9
COc1ccc(NC(=O)N2CCN(CCC#N)CC2)cc1,i,i,2.8,i,i,i,i,i,i,i,1.0
CC(=O)c1cccc(NC(=O)C2CCN(C(=O)c3ccccc3Cl)CC2)c1,i,i,-0.8,i,i,i,i,i,i,i,4.3
CCOc1ccc(NC2=CC(=O)CCC2)cc1,i,i,-2.0,i,i,i,i,i,i,i,5.1
O=C(Cn1c(C(F)(F)F)nc2ccccc21)Oc1cccc(C(F)(F)F)c1,i,i,2.1,i,i,i,i,i,i,i,5.5
CCOC(=O)C1CCN(C(=O)C23CC4CC(CC(C4)C2)C3)CC1,i,i,-0.1,i,i,i,i,i,i,i,-2.1
Cc1cc(OCCn2ccnc2)cc(C(C)C)c1,i,i,-1.8,i,i,i,i,i,i,i,1.3
COc1cccc2c1cc1c(=O)n(CC(=O)NC3CCCCC3)nc(C)n12,i,i,4.8,i,i,i,i,i,i,i,-7.4
N#CC1=C(N)OC2=C(CN(Cc3ccccc3)C/C2=C\c2cccnc2)C1c1cccnc1 (centres undefined),i,i,-2.8,i,i,i,i,i,i,i,5.0
CC(NC(=O)c1ccc(CS(=O)(=O)Cc2ccccc2F)o1)c1ccc2c(c1)OCCO2 (centres undefined),i,i,-3.7,i,i,i,i,i,i,i,7.6
CCOC(=O)N1CCC(N2C(=O)c3ccccc3C2Nc2ccccc2)CC1 (centres undefined),i,i,3.1,i,i,i,i,i,i,i,-8.4
CC(C)CC(=O)NC(=S)NNC(=O)c1ccc(NC(=O)C2CCCCC2)cc1,i,i,87.7*,i,i,i,i,i,i,i,1.3
O=C(N/N=C/c1c(Cl)cccc1Cl)C(=O)NC1CC1,i,i,4.7,i,i,i,i,i,i,i,-3.1
COc1cc(CNn2c(C)n[nH]c2=S)cc(Cl)c1OCC(=O)NC(C)(C)C,i,i,-1.3,i,i,i,i,i,i,i,11.3
O=C(Nc1cccc(NC(=O)c2cccnc2Cl)c1)c1ccco1,i,i,-2.8,i,i,i,i,i,i,i,2.7
CCOC(=O)N=Nc1c(O)n(CC(=O)OC)c2ccccc12,i,i,-2.5,i,i,i,i,i,i,i,-1.5
CCOC(=O)c1c(C)n(C)c2ccc(O)c(S(=O)(=O)c3ccccc3)c12,i,i,0.3,i,i,i,i,i,i,i,4.5
O=C(CCc1ccccc1)NN1C(=O)C2C3C=CC(C3)C2C1=O (centres undefined),i,i,-3.0,i,i,i,i,i,i,i,6.7
Cc1cc(C)n(C(=O)c2ccc(S(=O)(=O)N3CCCC3)cc2)n1,i,i,-0.6,i,i,i,i,i,i,i,0.5
CCn1c(N)c(C(=O)NCCOC)sc1=S,i,i,-7.2,i,i,i,i,i,i,i,2.7
COc1ccc(C(=O)NC(=S)NNC(=O)c2ccc(NC(=O)C(C)C)cc2)cc1,i,-5.83*,56.8*,i,i,i,i,i,i,i,-5.2
CCN(CC)C(=O)CCCc1c[nH]c2ccccc12,i,i,-6.5,i,i,i,i,i,i,i,0.8
CCCNC(=O)c1ccc2snnc2c1,.,i,-1.3,.,i,.,i,.,i,i,-1.5
Cn1c(=O)c2ccccc2n(CC(=O)Nc2ccc3c(c2)OCCO3)c1=O,i,i,-3.3,i,i,i,i,i,i,i,0.0
C=C(Cl)COc1ccc2c(CCC)cc(=O)oc2c1,i,i,-2.2,i,i,i,i,i,i,i,3.6
COc1cccc2cc(C(=O)NC3CC(C)(C)NC(C)(C)C3)c(=O)oc12,i,i,-3.3,i,i,i,.,i,i,i,3.7
Cc1cc(N2C(=O)c3ccccc3C2=O)n(C)n1,i,i,2.6,i,i,i,i,i,i,i,5.1
COc1cc(C(c2c(C)n(C)n(-c3ccccc3)c2=O)c2c(C)n(C)n(-c3ccccc3)c2=O)cc(Br)c1O,i,i,-0.4,i,i,i,i,i,i,i,-1.4
Cc1cccc(Cn2ncc(Cl)c(Cl)c2=O)c1,i,i,2.7,i,i,i,i,i,i,i,3.4
Cn1c(SCC(=O)NCc2ccccc2)ncc(C(=O)Nc2ccccc2)c1=O,i,i,-6.8,i,i,i,i,i,i,i,-4.4
CC(C)(C)Cc1nnc(NC(=O)c2ccc3c(c2)OCO3)s1,i,i,1.9,i,i,i,i,i,i,i,-3.7
CC(C)(C)n1cnc2cc(NC(=O)c3ccccc3)ccc21,i,i,-5.0,i,i,i,i,i,i,i,-1.5
Cc1ccc(/C=N/NC(=O)c2ccco2)cc1,i,i,-5.8,i,i,i,i,i,i,i,7.1
Cc1ccc(NC(=O)C2CCN(S(=O)(=O)c3cccs3)CC2)cc1,i,i,-3.0,i,i,i,i,i,i,i,-4.6
Cc1cc(C(=O)Nc2cccc([N+](=O)[O-])c2C)cs1,i,i,-5.0,i,i,i,i,i,i,i,3.2
CNC(=O)Cn1nc(C)c2ccccc2c1=O,i,i,-4.2,i,i,i,i,i,i,i,-3.3
Cc1cccc(NC(=O)c2cccc(C(=O)Nc3cccc(C)c3)c2)c1,i,i,-2.9,i,i,i,i,i,i,i,-1.8
COc1ccc(CCNS(=O)(=O)c2ccc(Cl)cc2)cc1OC,i,i,-5.2,i,i,i,i,i,i,i,3.1
Cc1cc(C(F)F)nn1CC(=O)NC1CCCCCC1,i,i,-2.5,i,i,i,i,i,i,i,1.1
CCOc1cc(C(=O)N2CCN=C2SC)cc(OCC)c1OCC,i,i,1.6,i,i,i,i,i,i,i,-0.1
CCOC(=O)NC(Nc1cc(C)ccn1)(C(F)(F)F)C(F)(F)F,i,i,1.4,i,i,i,i,i,i,i,8.8
COc1ccc(NC(=O)C2CCCCN2S(=O)(=O)c2ccc(F)cc2)c(OC)c1 (centres undefined),i,i,0.0,i,i,i,i,i,i,i,10.8
COc1ccc(OC)c(Nc2nc(-c3cccc([N+](=O)[O-])c3)nc3ccccc23)c1,i,i,-18.7,i,i,i,i,i,i,i,-3.6
CCOc1ccc2nc(SCC(=O)Nc3ccc4[nH]c(=O)[nH]c4c3)[nH]c2c1,i,i,-1.7,i,i,i,i,i,i,i,5.1
O=C(Cc1cccs1)Nc1nc2ccccc2s1,i,i,-1.9,i,i,i,i,i,i,i,-8.0
Cc1sc2ncn(-c3ccccc3)c(=O)c2c1C,i,i,-6.7,i,i,i,i,i,i,i,-1.9
Cc1ccc(C)c(NC(=S)/C(=C(\[O-])c2ccc(OC(F)F)cc2)[n+]2ccccc2)c1,i,i,3.4,i,i,i,i,i,i,i,-1.7
O=C(Cn1nnc2ccccc21)OCC(=O)c1ccc(F)cc1,i,i,-0.6,i,i,i,i,i,i,i,0.5
COc1cc(C(=O)Nc2cc(C(F)(F)F)ccc2N2CCOCC2)ccc1O,i,i,-2.2,i,i,i,i,i,i,i,-4.1
Cc1ccccc1NC(=O)CSc1nc(N)c(C#N)c(-c2cccs2)c1C#N,i,i,22.6,i,i,i,i,i,i,i,-19.3
COc1cc(Br)cc2cc(C(=O)NCC3CCCO3)c(=O)oc12 (centres undefined),i,i,2.5,i,i,i,i,i,i,i,-1.6
CCCCN(CC)C(=O)C1CCCN(S(=O)(=O)c2cccc3nsnc23)C1 (centres undefined),i,i,1.0,i,i,i,i,i,i,i,3.0
CC12C(=O)N(Cc3ccco3)C(=O)C1C1c3ccccc3C2c2ccccc21 (centres undefined),i,i,3.7,i,i,i,i,i,i,i,2.3
COc1cc(NC(=O)c2cccs2)c(OC)cc1NC(=O)Cc1ccccc1,i,i,-0.4,i,i,i,i,i,i,i,0.0

# (cont.)
SMILES,RGS4 inh,MrgX1 antag,SKKanGAS inh,TRPC6 act,MrgX1 allo act,TRPC6 inhibitor,ANO1 activ,RGS4 act,TMEM16A inh,MrgX1 agonist,HDAC3 inhib
CC(C)(C)NC(=O)Cn1c(Cl)nc2ccccc21,i,i,-12.0,i,i,i,i,i,i,i,-1.9
Cc1cccc(C(=O)NC2CCN(S(=O)(=O)c3ccc(F)cc3)CC2)c1,i,i,-9.8,i,i,i,i,i,i,i,1.8
COc1ccc(N2C(=O)c3ccc(NC(C)=O)cc3C2=O)cc1,i,i,-10.4,i,i,i,i,i,i,i,2.0
Cc1ccc(C)c(N2C(=O)CN=C2Nc2ccccc2Cl)c1,i,i,2.4,i,i,i,i,i,i,i,-5.4
Cc1ccc(C)c(NC(=O)C(=O)NCCCN2CCOCC2)c1,i,i,-6.8,i,i,i,i,i,i,i,11.2
Cc1ccc(NC(=O)C2C3CCCCC32)cc1[N+](=O)[O-] (centres undefined),i,i,12.3,i,i,i,i,i,i,i,-2.7
O=S(=O)(CC(O)CS(=O)(=O)c1ccc(Cl)cc1)c1ccccc1 (centres undefined),i,i,11.2,i,i,i,i,i,i,i,15.5
CC(=O)Nc1ccc(S(=O)(=O)NCCC(=O)OCc2nnc(-c3ccccc3)o2)cc1,i,i,-4.2,i,i,i,i,i,i,i,-2.9
COc1cc(OC)cc(-c2nc(-c3cccs3)no2)c1,i,i,-0.7,i,i,i,i,i,i,i,0.6
Cn1c(N)c(C(=O)COC(=O)CSc2ccc(Cl)cc2)c(=O)n(C)c1=O,i,i,-0.5,i,i,i,i,i,i,i,-2.2
